High-throughput results (PubChem)
MPTP block = permeability transition pore inhibition; 360,000 tested, 1.4% active; isolated mouse mitochondria, Ca2+ swelling absorbance, 30 min; inhibition, % at 10 µM;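 active means inhibition of 50% or more, scaled per plate between neutral and stimulator controls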;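 further: 0% = DMSO wells given calcium and 100% = 1 mM EGTA wells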
SENP1 FRET inh = blocks the human SENP1 SUMO protease catalytic domain. Q9P0U3. recombinant SENP1 catalytic domain, CyPet-SUMO1-YPet FRET cleavage. inhibition, % at 10 µM. 360,000 tested, 0.21% active;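 active means inhibition at least 30% at 10 µM, raw YFP signal under a set limit, fluorescence ratio 0.5 to 1.5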;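 further: 0% = enzyme with DMSO and 100% = no enzyme wells; some results filed as inactive read as strong as hits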
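System: Recombinant human SENP1 catalytic domain, His6-tagged | Incubation: Enzyme reaction for 50 min at room temperature, dark | Medium: Tris pH 8 with BME, BSA, NP40 and catalase | Also added: 25 nM SUMO1 FRET substrate | Compound: 10 µM single point, 0.5% DMSO | Measured by: FRET fluorescence in CFP and YFP emission channels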
SENP6 block = SENP6 protease inhibition | Recombinant SENP6 catalytic domain, aminoluciferin luminescence | inhibition, % at 10 µM | 330,000 tested, 1.8% active | AID 2599;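 active means inhibition above about 50% at the single tested dose, limit read from the data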;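 further: plate controls were DMSO wells with enzyme for no effect and DMSO wells lacking enzyme for full effect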
Target sequence (Q9GZR1 628-1112 limits assumed): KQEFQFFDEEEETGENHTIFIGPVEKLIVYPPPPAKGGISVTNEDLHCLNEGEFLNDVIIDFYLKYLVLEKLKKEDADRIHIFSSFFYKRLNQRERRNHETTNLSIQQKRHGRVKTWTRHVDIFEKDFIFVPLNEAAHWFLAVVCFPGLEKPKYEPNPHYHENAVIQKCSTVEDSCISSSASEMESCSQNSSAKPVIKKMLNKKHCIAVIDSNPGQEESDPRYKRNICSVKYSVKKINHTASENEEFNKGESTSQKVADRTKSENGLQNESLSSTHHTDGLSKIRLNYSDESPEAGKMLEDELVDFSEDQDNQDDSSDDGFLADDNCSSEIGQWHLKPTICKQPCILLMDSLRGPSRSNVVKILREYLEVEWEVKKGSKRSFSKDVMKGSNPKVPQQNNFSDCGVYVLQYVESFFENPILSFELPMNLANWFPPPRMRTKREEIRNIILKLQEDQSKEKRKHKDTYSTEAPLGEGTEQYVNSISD
ATG4B inh = blocks human ATG4B protease cleavage of LC3 substrate | Q9Y4P1 | ATG4B cleavage of LC3-PLA2, NBD-HPC fluorescence, 1 h | inhibition, % at 8.33 µM | 340,000 tested, 0.51% active | AID 504462; in the data active means inhibition above about 40%
Target sequence (Q9Y4P1 whole entry, looked up): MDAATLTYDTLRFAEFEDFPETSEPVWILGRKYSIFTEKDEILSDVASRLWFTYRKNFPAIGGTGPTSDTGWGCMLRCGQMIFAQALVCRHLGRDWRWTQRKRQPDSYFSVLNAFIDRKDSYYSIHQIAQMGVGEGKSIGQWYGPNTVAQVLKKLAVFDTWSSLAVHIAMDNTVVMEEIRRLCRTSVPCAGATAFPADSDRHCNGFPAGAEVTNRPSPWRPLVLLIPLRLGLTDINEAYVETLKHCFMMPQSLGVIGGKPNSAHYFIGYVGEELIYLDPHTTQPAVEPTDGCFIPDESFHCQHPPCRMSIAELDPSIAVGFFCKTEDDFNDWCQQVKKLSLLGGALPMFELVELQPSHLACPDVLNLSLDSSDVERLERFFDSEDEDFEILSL
PfGluPho inh = PfG6PD (Plasmodium falciparum) enzyme inhibition | inhibition, % at 20 µM | 350,000 tested, 0.78% active | PfGluPho enzyme, NADPH resazurin-diaphorase fluorescence;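 active means inhibition reaching at least a set limit at 20 µM in the primary screen, cut at about 59% in these data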;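 further: 0% = DMSO wells with substrate and 100% = DMSO wells lacking glucose-6-phosphate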
NR3A LBD binder = NR3A (human) ligand-binding domain modulation. Tm shift relative to glycine control, % at 25 µM. NR3A LBD differential scanning fluorimetry, Tm shift; 0% = protein alone, 100% = glycine-bound protein. 340,000 tested, 2.5% active. AID 1259313;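 active means melting temperature shift of at least 10% of the positive control shift, at one fixed dose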
hIAP act = human IAP activation; P09923; purified human IAP, CDP-Star luminescence, 30 min; hits give high values; 1 = vehicle-only enzyme, 0 = enzyme-free background; activation factor at 10 µM; 330,000 tested, 0.16% active; AID 2524;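 active means activation factor of the enzyme at least 2-fold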; further: the source names both 10 and 20 µM as test concentration; values of inactives mirror those of a sister screen read the other way
SENP8 inh = SENP8 (human) protease inhibition; recombinant SENP8, Nedd8 substrate fluorescence; inhibition, % at 20 µM; 360,000 tested, 0.64% active; in the data active means inhibition mostly above about 40%, no sharp cut-off; inactive means mostly below about 27%
* hit, by the source's call; x = not tested or not shown. The order is random. Share with any hit: about 6.7%.

compound | MPTP block | SENP1 FRET inh | SENP6 block | ATG4B inh | PfGluPho inh | NR3A LBD binder | hIAP act | SENP8 inh
CN1CCN(C(=O)c2cnn(-c3ccccc3)c2NC(=O)c2ccccc2Cl)CC1 | -1.6 | 1 | -22 | -1 | -4 | 0 | 1.2 | 4
CN(Cc1ccccc1)C(=O)c1ccc(NC(=O)C2=CSCCO2)cc1 | -0.6 | 3 | 9 | -8 | -5 | 2 | 1.1 | 11
O=C1C[C@@H]2c3c(cccc3CN1Cc1ccc(Cl)cc1)C[C@@H](O)[C@H]2O | 1.3 | 1 | x | -5 | 2 | 1 | x | 6
O=C(c1cccc(S(=O)(=O)N2CCc3ccccc32)c1)N1CCc2ccccc2C1 | 1.5 | -1 | -8 | 16 | 5 | -1 | 0.85 | 2
COC(=O)COc1ccc(S(=O)(=O)Nc2ccccc2C(=O)OC)cc1 | 0.1 | -1 | -17 | -5 | 0 | 3 | 0.99 | 3
Brc1ccc(-c2c(-c3ccsc3)sc3ccccc23)cn1 | 5.6 | -4 | 10 | 0 | 7 | 2 | 0.87 | -47
COc1ccc(Nc2nnc(SCc3cn4c(C)cccc4n3)s2)cc1 | 2.6 | 2 | -7 | -3 | 14 | -9 | 0.9 | 5
N#Cc1c(NC(=O)CSc2ncnc3c2cnn3-c2ccccc2Cl)sc2c1CCCC2 | -2.5 | -6 | 9 | -4 | -18 | -1 | 0.83 | 25
CCn1cc(C2C(C(=O)Nc3cc(C)ccn3)=C(C)NC3=C2C(=O)CC(C)(C)C3)c(C)n1 (configuration not stated) | 5.7 | -134 | 8 | 9 | -13 | -2 | 1 | -371
Cc1ccccc1NC(=O)C(C#N)Cc1cccnc1 (configuration not stated) | -0.4 | -1 | -3 | -7 | 4 | -1 | 1.1 | 14
Cc1cccc(C(C)C)c1NC(=O)c1cc2ccccc2o1 | 0.9 | -1 | -9 | 6 | -12 | 0 | 1 | 5
COc1ccc(/C=C2/S/C(=N/S(=O)(=O)Cc3ccccc3)NC2=O)cc1OC | 1.7 | -12 | -1 | 0 | -19 | -2 | 0.9 | -148
CCOC(=O)Cn1c2ccccc2c2nc3ccccc3nc21 | 1.3 | -21 | -9 | -6 | 38 | -2 | 1.1 | -354
CNC(=O)c1c(NC(=O)CS(=O)(=O)c2ccc(F)cc2)sc(C)c1C | -1.3 | 2 | 1 | -15 | -15 | 3 | 1 | 12
O=C(COC(=O)c1cc(S(=O)(=O)N2CCCC2)ccc1O)Nc1ccc(S(=O)(=O)N2CCOCC2)cc1 | 11 | 1 | -8 | -9 | -8 | -6 | 1 | -384
C/C(=N\NC(=O)Cc1csc(N2CCOCC2)n1)c1ccccc1 | 4.6 | 2 | -6 | -5 | 6 | 1 | 0.94 | 11
COC(=O)CS(=O)(=O)c1nnc([C@H](Cc2ccccc2)NC(=O)OC(C)(C)C)o1 | 98* | 1 | -24 | -4 | 46 | 0 | 0.94 | 10
COc1ccc(-c2csc3nc(C(C)C)oc(=O)c23)cc1OC | -2.0 | 2 | 8 | -8 | 3 | -1 | 1 | 3
Cc1c(OC(=O)c2ccc([N+](=O)[O-])cc2)c2c(c[n+]1C)COC(C)(C)OC2 | 1.0 | -10 | 6 | 1 | 16 | 2 | 0.97 | -54
CCN(Cc1ccc2c(c1)OCCO2)C(=O)CSc1nc(C)nc2sc(C)c(C)c12 | -0.5 | 1 | 12 | 47* | 20 | -1 | 1.1 | 17
Cc1cc(Cl)ccc1C(=O)C1CCCN(C(=O)CCN2CCCO2)C1 (configuration not stated) | -2.0 | 0 | -14 | -3 | 6 | -1 | 0.96 | 6
Cc1ccc(OC(C)C(=O)N2CC(=O)Nc3ccccc32)c(C)c1 (configuration not stated) | 0.6 | 1 | -12 | -6 | -7 | -1 | 1.1 | 7
CCn1nc(Cc2cccc3ccccc23)c(C#N)c1N | -1.1 | 2 | 0 | -11 | -10 | 0 | 0.92 | 20
Cc1cccc(C)c1NC(=O)CCn1cnc2ccccc2c1=O | 0.4 | 1 | -18 | -4 | 9 | -2 | 1.1 | 14
Cc1ccc(NC(=S)NCCc2ccc(F)cc2)c(C)c1 | -2.6 | 1 | -14 | -3 | -3 | -11 | 1.1 | 18

Overlap with the part before: two entries, then new ones.
compound | MPTP block | SENP1 FRET inh | SENP6 block | ATG4B inh | PfGluPho inh | NR3A LBD binder | hIAP act | SENP8 inh
Cc1cccc(C)c1NC(=O)CCn1cnc2ccccc2c1=O | 0.4 | 1 | -18 | -4 | 9 | -2 | 1.1 | 14
Cc1ccc(NC(=S)NCCc2ccc(F)cc2)c(C)c1 | -2.6 | 1 | -14 | -3 | -3 | -11 | 1.1 | 18
COc1ccc(CC(=O)N(C)Cc2cccc(OC)c2OC)cc1S(=O)(=O)N1CCOCC1 | -1.0 | -3 | -1 | 7 | -3 | -2 | 1 | -1
Cc1ccccc1-n1sc2cc(F)ccc2c1=O | 3.4 | 3 | -33 | -13 | 114* | 3 | 1 | 20
Cc1[nH]nc(SCC(=O)Nc2cccc(O)c2)c1[N+](=O)[O-] | 0.2 | -1 | -12 | 3 | 0 | 22* | 0.91 | 14
CC(C)CNC(=S)N1CCC(NC(=O)c2ccco2)CC1 | 1.9 | 4 | -8 | -3 | 15 | -2 | 0.98 | 17
O=C(NC12CC3CC(CC(C3)C1)C2)c1cc([N+](=O)[O-])ccc1Cl | 0.0 | 1 | -1 | 3 | -18 | 2 | 1.2 | 13
N#Cc1cc2c(nc1SCC(=O)O)CCCCC2 | 0.5 | 0 | -4 | 5 | -35 | 2 | 0.99 | 21
O=C(COC(=O)c1ccccc1NCCO)Nc1cc(C(F)(F)F)ccc1N1CCOCC1 | 2.3 | -18 | -8 | -8 | 5 | -9 | 1.1 | -410
CC(C)(CNC(=O)Cc1ccc(Cl)cc1Cl)N1CCCCC1 | 0.1 | -10 | -14 | -8 | 6 | -1 | 1.2 | 9
CCOc1ccc(C(=O)Nc2nnc(SCC(=O)NCC3CCCO3)s2)cc1OCC (configuration not stated) | -1.4 | 1 | 5 | 1 | -12 | 0 | 1.3 | -69
COCCOC(=O)c1[nH]c2c(c1C)C(=O)CC(c1ccccc1)C2 (configuration not stated) | -1.7 | 1 | -15 | 16 | 12 | 2 | 1.1 | 17
CC(c1ccccc1)N1CC(C(=O)Nc2ccc(F)cc2)CC1=O (configuration not stated) | -2.1 | 2 | -18 | 3 | 3 | 2 | 1.1 | 14
COc1cc(C2NC(=O)NC(C)=C2C(=O)OC2CCCCC2)cc(Br)c1O (configuration not stated) | 0.8 | 10 | 8 | -2 | 16 | -25 | 0.99 | 4
Cc1ccc(NC(=S)Nc2ccc3cn[nH]c3c2)cc1C | 1.2 | -1 | 4 | 10 | 4 | 7 | 1 | -29
O=C(CSc1nnc(Cc2ccccc2)o1)Nc1ccc(N2CCOCC2)cc1 | -1.6 | 2 | 8 | -1 | -14 | -2 | 0.89 | 8
C[C@@H]1CN([C@H](C)CO)S(=O)(=O)c2ccc(Br)cc2O[C@@H]1CN(C)C(=O)NC1CCCC1 | -1.5 | -1 | x | x | -6 | x | x | 0
COc1ccc(OC)c(NC(=O)CSc2nnc(C3CCCCC3)o2)c1 | -0.9 | 2 | -4 | -11 | -2 | 0 | 0.99 | 7
N#C/C(=C/C1=C(N2CCOCC2)C(=C/c2ccc(Cl)cc2)/CC1)C(=O)Nc1ccccc1F | 13 | -4 | x | -6 | 6 | 0 | x | 19
CCCSC1=C(C#N)C(c2cccs2)C(C(=O)Nc2ccccc2)=C(C)N1 (configuration not stated) | -2.1 | -6 | -3 | -11 | 15 | -4 | 0.9 | -59
Cc1ccc(CNC(=O)c2ccc(C)c(S(=O)(=O)N3CCCCC3)c2)cc1 | 0.2 | 0 | 9 | -2 | -3 | 0 | 1.1 | 3
O=[N+]([O-])c1cc(-c2cnc3ccccc3n2)ccc1Oc1ccc(Cl)cc1 | 5.3 | 2 | 4 | 7 | 9 | -14 | 0.96 | 8
CC(=O)c1sc2nc(-c3cccs3)ccc2c1N | 1.2 | -18 | 19 | -9 | 27 | 22* | 0.92 | -252
COc1ccc(C(CNC(=O)c2ccco2)N2CCOCC2)cc1 (configuration not stated) | 0.2 | 1 | 2 | -6 | 1 | 2 | 1 | 17
Cc1nonc1OCCNCCNc1ccccc1[N+](=O)[O-] | 0.6 | 1 | 9 | -17 | 4 | -1 | 0.95 | 23
Cc1cccc(NC(=O)/C(=C/c2cccc([N+](=O)[O-])c2)NC(=O)c2cccs2)c1 | 3.1 | -3 | 5 | 0 | -8 | -2 | 0.78 | 4
CCOc1ccc(S(=O)(=O)NCc2ccc(OC)cc2)c2cccnc12 | -1.0 | 1 | 5 | -9 | -4 | -3 | 0.95 | -24
O=c1cc(-c2cccc3ccccc23)[nH][nH]1 | -3.0 | 2 | 8 | 0 | 13 | 1 | 1.1 | 11
O=C(Cc1ccccc1)N(c1ccc(F)cc1)C1C=CS(=O)(=O)C1 (configuration not stated) | -1.2 | 1 | -4 | 1 | -7 | -1 | 0.99 | -1
COc1ccc(NC(=O)c2sccc2SCC#N)cc1 | -0.9 | 3 | -2 | -5 | 9 | -4 | 0.89 | 13
Cc1nc(N2CCN(c3ccccc3)CC2)[nH]c(=O)c1C | 1.6 | 0 | 19 | -3 | 12 | 0 | 0.84 | 10
c1ccc(-c2ccnc3nc(N4CCN(c5ccccc5)CC4)nn23)cc1 | 3.1 | 4 | -14 | 4 | -1 | 0 | 1 | -4
COCCNC(=O)C(c1ccc(C)o1)N(C(=O)Cn1nnc2ccccc21)c1ccccc1 (configuration not stated) | 1.2 | 1 | 1 | -8 | -8 | -1 | 0.98 | 11
CCC1(C(N)=O)CC2C=CC1C2 (configuration not stated) | -0.2 | -1 | x | -4 | -4 | -1 | x | 19
COC(=O)/C=C1\S/C(=N/NC(=O)c2ccccc2)NC1=O | -0.8 | 3 | 14 | -3 | -17 | -1 | 1.3 | 4
O=C(COC(=O)c1cc(=O)[nH]c2ccccc12)NC1CCCC1 | -0.6 | 2 | 3 | -11 | 4 | -1 | 0.96 | -213
N/C(CC(=O)Nc1ccc(F)cc1)=N\O | -0.1 | 1 | 8 | -6 | -9 | 4 | 0.9 | 13
c1ccc(Cn2nnnc2C(c2ccccc2)N2CCN(c3nc4ccccc4s3)CC2)cc1 (configuration not stated) | 14 | 1 | -29 | -3 | -1 | 0 | 0.91 | 9
CSc1ccc(C(=O)C2CCCN(C(=O)Cc3nonc3C)C2)cc1 (configuration not stated) | 1.7 | -25 | 17 | -10 | 5 | -1 | 1 | 14

Some of the entries so far, field by field.
COc1ccc(NC(=O)c2sccc2SCC#N)cc1
  MPTP block: -0.9
  SENP1 FRET inh: 3
  SENP6 block: -2
  ATG4B inh: -5
  PfGluPho inh: 9
  NR3A LBD binder: -4
  hIAP act: 0.89
  SENP8 inh: 13

Cc1nc(N2CCN(c3ccccc3)CC2)[nH]c(=O)c1C
  MPTP block: 1.6
  SENP1 FRET inh: 0
  SENP6 block: 19
  ATG4B inh: -3
  PfGluPho inh: 12
  NR3A LBD binder: 0
  hIAP act: 0.84
  SENP8 inh: 10

c1ccc(-c2ccnc3nc(N4CCN(c5ccccc5)CC4)nn23)cc1
  MPTP block: 3.1
  SENP1 FRET inh: 4
  SENP6 block: -14
  ATG4B inh: 4
  PfGluPho inh: -1
  NR3A LBD binder: 0
  hIAP act: 1
  SENP8 inh: -4

COCCNC(=O)C(c1ccc(C)o1)N(C(=O)Cn1nnc2ccccc21)c1ccccc1 (configuration not stated)
  MPTP block: 1.2
  SENP1 FRET inh: 1
  SENP6 block: 1
  ATG4B inh: -8
  PfGluPho inh: -8
  NR3A LBD binder: -1
  hIAP act: 0.98
  SENP8 inh: 11
